aSyn rescue: alpha-synuclein toxicity inhibition in yeast. Yeast expressing alpha-synuclein, growth rescue, BacTiter-Glo, 24 h. 370,000 compounds, 0.14% hits. Potency, µM (titrated, usually from 46.1 µM), for the others: top-dose growth rescue (activation), actives largely listed as activators; further: potency means the concentration at half of the fitted maximal effect; % of control where 0% means no effect; nearly all actives have a fitted effect of over 65% in size
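Galactose-induced alpha-syn yeast (OD600=0.02, raffinose-pregrown) + pinned cpd, 24 hr, 30 deg C; growth by BacTiter-Glo luminescence. Growth restoration scores as activation.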
DRD3 antagonist: blocks the human D3 dopamine receptor | AID 652054 | D3R cells, DiscoveRx beta-arrestin luminescence, antagonist mode; hits give low values | 360,000 compounds, 2.5% hits | P35462 | max response, negative = inhibition, %; in the data active means max response below about -50%; inconclusive means no clear call, values can overlap the other calls; further: on the % scale 0 is the no-effect control and ±100 the full control effect; mostly tested at two doses, the higher about 12 µM
Target sequence (P35462 whole entry, looked up): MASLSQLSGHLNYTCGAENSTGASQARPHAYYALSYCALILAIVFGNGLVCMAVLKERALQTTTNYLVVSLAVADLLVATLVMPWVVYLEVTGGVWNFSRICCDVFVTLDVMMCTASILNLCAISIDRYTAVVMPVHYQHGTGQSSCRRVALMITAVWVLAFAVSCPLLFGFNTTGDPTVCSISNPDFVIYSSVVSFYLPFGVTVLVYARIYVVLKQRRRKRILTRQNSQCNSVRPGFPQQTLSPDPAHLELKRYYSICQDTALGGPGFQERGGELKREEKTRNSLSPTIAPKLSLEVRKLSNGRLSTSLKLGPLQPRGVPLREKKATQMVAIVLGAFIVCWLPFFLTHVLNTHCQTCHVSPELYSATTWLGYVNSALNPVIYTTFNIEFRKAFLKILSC
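Cells plated overnight at 1500 cells/well, then exposed to library compounds with dopamine controls for 90 minutes at 37 degrees C. DiscoveRx reagent added for 30–60 minutes at room temperature; luminescence read, quantitative HTS format.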
TDP43 rescue: rescues yeast growth from TDP-43 toxicity. TDP-43 expressing yeast growth rescue, BacTiter-Glo, 24 h. Potency, µM (series often up to 46.1 µM), for inactives: at the highest dose growth rescue (activation), most hits filed as activators. AID 652104. 410,000 compounds, 1.8% hits; further: potency means the concentration at half of the fitted maximal effect; % of control where 0% means no effect; nearly all actives have a fitted effect of over 50% in size
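Readout is BacTiter-Glo luminescence of cell growth, so inhibitors register as activators. TDP-43-expressing yeast at OD600=0.02 in galactose medium, after raffinose pregrowth to mid-log, were incubated with compound for 24 hr at 30 deg C.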
GLP-1R inv ag: acts as inverse agonist at human GLP-1 receptor; P43220; HEK293 GLP-1R CRE-luciferase, luminescence, 24 h; GLP-1R form is constitutively active; Potency, µM (series often up to 38.3 µM), without a hit: at the highest dose activity change, negative = inhibition, actives largely listed as inhibitors; 410,000 compounds, 1.6% hits; AID 624417; further: potency means the concentration at half of the fitted maximal effect; on the % scale 0 is the no-effect control and ±100 the full control effect; nearly all actives have a fitted effect of over 55% in size
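Inverse agonism was detected as reduced cAMP-driven luciferase luminescence after 24 h compound treatment. The cells were HEK293 clones expressing constitutively active human GLP-1R with the reporter. Reporter-only and GPR119 cell lines served as counterscreen controls.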
PTHR1 ag: agonists of human PTHR1 parathyroid hormone receptor. Q03431. HEK293 GP2 PTHR1 cells, GloSensor cAMP luminescence, 1 h. Potency, µM (top dose mostly 115 µM), for the others: top-dose activation, most hits filed as activators. 410,000 compounds, 0.075% hits; further: potency means the concentration at half of the fitted maximal effect; nearly all actives have a fitted effect of over 55% in size; some results filed as inactive show a strong effect at the top dose; inactives centre near -15; many of its hits are not listed in these tables
Target sequence (Q03431 whole entry, looked up): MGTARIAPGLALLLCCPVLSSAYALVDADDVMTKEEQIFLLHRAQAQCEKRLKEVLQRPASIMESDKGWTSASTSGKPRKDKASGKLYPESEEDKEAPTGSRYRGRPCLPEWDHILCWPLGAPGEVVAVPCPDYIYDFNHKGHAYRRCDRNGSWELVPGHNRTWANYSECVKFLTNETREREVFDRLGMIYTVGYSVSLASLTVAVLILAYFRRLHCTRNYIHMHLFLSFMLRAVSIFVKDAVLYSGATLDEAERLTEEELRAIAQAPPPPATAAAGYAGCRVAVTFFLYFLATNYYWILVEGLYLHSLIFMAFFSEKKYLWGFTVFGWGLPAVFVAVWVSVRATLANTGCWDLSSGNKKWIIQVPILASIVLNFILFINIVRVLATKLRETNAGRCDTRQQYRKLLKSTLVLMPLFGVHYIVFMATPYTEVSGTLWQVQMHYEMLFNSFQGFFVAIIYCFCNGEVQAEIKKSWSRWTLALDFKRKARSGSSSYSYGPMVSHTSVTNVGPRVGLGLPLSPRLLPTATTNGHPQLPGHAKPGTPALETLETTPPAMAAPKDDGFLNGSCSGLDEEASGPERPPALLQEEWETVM
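HEK-293-derived GP2 cells expressing PTHR1 and a GloSensor cAMP reporter, 3,000/well, plated overnight, given luciferin plus IBMX (each 0.5 mM as added) for 1 h at 37 °C, then compound for 1 h at 37 °C. Luminescence was read after 15 min at room temperature.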
Abeta yeast res: compounds reversing amyloid beta toxicity in yeast; yeast expressing A-beta42, growth rescue, OD600, 48 h; response scale: 0% DMSO, 100% iron-clioquinol control; Potency, µM (top dose mostly 46.1 µM), inactives show top-dose growth rescue, most hits filed as activators; 410,000 compounds, 0.063% hits; further: potency means the concentration at half of the fitted maximal effect; nearly all actives have a fitted effect of over 55% in size
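Growth rescue measured by 600 nm absorbance after 48 h yeast culture at 30 C with compound. Values normalized between DMSO and an equimolar ferric chloride plus clioquinol control.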
GLP1R ag: activates the human GLP-1 receptor | P43220 | HEK293 GLP-1R CRE-luciferase, luminescence, 4-6 h; cells express a hypersensitive GLP-1R form | Potency, µM (series often up to 45.6 µM), inactives show at the highest dose activation, actives largely listed as activators | 380,000 compounds, 0.007% hits; further: potency means the concentration at half of the fitted maximal effect; % of control where 0% means no effect
pAkt inh: blocks phosphorylation of Akt | Neuro2A IGF-stimulated pAkt S473 HTRF, 20 min; hits give low values | activity change, % for hits at 50 µM | 360,000 compounds, 0.32% hits | AID 651550; in the data active means activity change below about -80%; inconclusive means mostly about -51% to -80%; further: on the % scale 0 is the no-effect control and ±100 the full control effect
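Neuro2A cells in DMEM with 0.5% FBS, overnight at 37 deg C, given compound at single 50 µM final, then IGF (6 nM final) for 20 min at 37 deg C. Lysed; phospho-Akt Ser473 by HTRF after 24 h, 665/615 ratio.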
FUS suppressor: rescues growth of FUS-expressing yeast; S. cerevisiae FUS-expressing, growth rescue, OD600, 24 h; Potency, µM (top dose mostly 76.6 µM), for the others: top-dose growth rescue (activation), hits mostly activators; 390,000 compounds, 0.24% hits; AID 1347120;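 further: potency means the concentration at half of the fitted maximal effect; plate controls were DMSO vehicle for no effect and reference control for full effect; nearly all actives have a fitted effect of over 55% in size; some results filed as inactive show a strong effect at the top dose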
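Restored growth of FUS-toxic S. cerevisiae, read as 600 nm absorbance after 24 h at 30C in galactose medium (starting OD 0.005). Controls CP55940 and DMSO.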
The depositor's hits bear a star; i = inactive; ? = inconclusive; . = not tested or not shown; [ ] = remark or other dose. Unless noted, the call rests on the fitted dose curve; in most records, active means well fitted curve in the direction sought with a large enough effect; inconclusive means small, poorly fitted or top-dose-only effect, or another doubt; inactive means no such curve, though single readings can be large; an effect the other way counts as inactive or inconclusive. This is a subset, so the mix of outcomes need not match the whole.

Each structure is followed by: aSyn rescue, DRD3 antagonist, TDP43 rescue, GLP-1R inv ag, PTHR1 ag, Abeta yeast res, GLP1R ag, pAkt inh, FUS suppressor
Cc1csc(SCC(=O)NC(=O)NC(C)(C)C)n1
 : 1%, 4, 25%[9.22 µM], 22%[7.66 µM], i, -3%, 6%, i, -13%
Cc1nnc(SCC(=O)N2CCN(c3cccc(Cl)c3)CC2)n1C1CC1
 : -2%, -8, 15%, -3%, -40%[inhibitor], -6%, 12%, i, 16%
CC(C)=CC[N+]1(C)CCCCC1
 : -2%, 0, -13%, 5%, i, -5%, -2%, i, .
O=C1OC(COc2ccc(Br)cc2)CN1c1ccccc1 (stereo not given)
 : -1%, 4, 24%, 36%, i, 20%, -2%, i, -25%
Cc1cc(S(=O)(=O)Nc2noc3ccccc23)ccc1F
 : -22%, -25, 11µM*, 1%, i, -21%, 2%, i, 11%
CCOc1ccc(CCNC(=O)CSc2nc3ccccc3nc2Cc2ccc(C)cc2)cc1OCC
 : ., ., ?, -5%, -23%, -3%, ., ., 8%
CCOC(=O)N1CCC(c2nc3ccccc3[nH]2)CC1
 : -4%, 3, -12%, -2%, i, -1%, 3%, i, 41%
NNc1nc2c(Cl)cccc2s1
 : -17%, -21, -17%, -22%, -74%[inhibitor], 13%, -13%, i, 39%
CCCN(C(=O)c1ccc([N+](=O)[O-])c(C)c1)c1c(N)n(Cc2ccccc2)c(=O)[nH]c1=O
 : 1%, 10, 27%, -11%, -3%, -5%, 3%, i, 8%
O=C1CC(Nc2ccc(N3CCOCC3)cc2)C(=O)N1Cc1ccccc1 (stereo not given)
 : -3%, -24, -23%, 18%, i, -9%, -2%, i, ?
O=S(=O)(Nc1cccc(-c2nnco2)c1)c1ccc(F)cc1F
 : 2%, 9, 13%, 16%, -21%, 8%, -4%, i, -15%
O=c1nc(N2CCOCC2)nc2n1CCO2
 : 3%, 0, 16%, 6%, i, -2%, -4%, i, -8%
Cc1c(C)n(CC(O)CN2CCOCC2)c2ccccc12 (stereo not given)
 : 11%, -7, -15%, -2%, i, 19%, 2%, i, 8%
CCc1ccc(NC(=O)C(C)OC(=O)/C=C/c2ccc(O)c(OC)c2)cc1 (stereo not given)
 : 1%, 0, 0%, ?, -11%, 11%, 0%, i, 11%
CCN(CCCNS(=O)(=O)c1cc(-c2cc(C)no2)ccc1C)Cc1ccccc1
 : 0%, -5, -3%, ?, i, 13%, 16%, i, 16%

A different layout for part of the listing above:
Molecule	aSyn rescue	DRD3 antagonist	TDP43 rescue	GLP-1R inv ag	PTHR1 ag	Abeta yeast res	GLP1R ag	pAkt inh	FUS suppressor
Cc1nnc(SCC(=O)N2CCN(c3cccc(Cl)c3)CC2)n1C1CC1	-2%	-8	15%	-3%	-40%[inhibitor]	-6%	12%	i	16%
O=c1nc(N2CCOCC2)nc2n1CCO2	3%	0	16%	6%	i	-2%	-4%	i	-8%
CCOc1ccc(CCNC(=O)CSc2nc3ccccc3nc2Cc2ccc(C)cc2)cc1OCC	.	.	?	-5%	-23%	-3%	.	.	8%

Next part
Each structure is followed by: aSyn rescue, DRD3 antagonist, TDP43 rescue, GLP-1R inv ag, PTHR1 ag, Abeta yeast res, GLP1R ag, pAkt inh, FUS suppressor
O=C(O)c1ccc(S(=O)(=O)N2CCCCCCC2)cc1
 : 4%, 0, 8%, -2%, i, 4%, -1%, i, -12%
O=C(c1ccco1)c1cn(CCOc2ccc(F)cc2)c2ccccc12
 : ., ., 18µM*, -5%, -81%[inhibitor], 14%, ., ., 16%
CCCS(=O)(=O)c1nc(S(=O)(=O)c2ccc(C)cc2)c(N2CCN(C)CC2)s1
 : 5%, -61*, 19%, 0%, -19%, 0%, -4%, i, -2%
Nn1c(Cc2cccc3ccccc23)nnc1SCc1ccccc1
 : 2%, 2, ?, ?, i, 15%, -1%, i, .
Cc1nnsc1S(=O)c1ccc(F)cc1 (stereo not given)
 : -7%, -11, 13%, 5%, -6%, -9%, -3%, i, -20%
O=C(Nc1cccc(-c2cn3c(n2)SCC3)c1)c1ccc2c(c1)OCO2
 : -1%, 2, 13%, -1%[0.307 µM], -16%, 9%, -3%, i, 12%
CCCOC(=O)c1ccc(NC(=O)CCOc2ccccc2)cc1
 : -1%, 24, 16%, -27%, -2%[57.5 µM], 19%, 4%, i, 28%
O=C(Nc1c2c(nc3ccccc13)CCCC2)c1cccc([N+](=O)[O-])c1
 : 5%, -8, 14%, -14%, i, 6%, 2%, i, 15%
Cc1ccc(S(=O)(=O)c2c(N)n(/N=C/c3ccco3)c3nc4ccccc4nc23)cc1C
 : 14%, -16, 8%, 46%[activator], i, 6%, -4%, i, 45%
COc1ccc(C2=NN(c3ccc(C=O)cc3)C(c3ccccc3)C2)cc1 (stereo not given)
 : 3%, -6, 5%, 10µM*, i, -1%, 8%, i, 18%
O=C(Nc1ccccc1Oc1ccccc1)c1cnccn1
 : -7%, 10, 16%, 4%, i, -3%, 1%, i, 20%
COC(=O)c1nn(-c2nc(-c3cccc(OC)c3)cc(C(F)(F)F)n2)cc1[N+](=O)[O-]
 : -1%, -14, 0%, -13%, -68%[inhibitor], -19%, 1%, i, 10%
CCOC(=O)c1c(C)c(C(=O)NCc2ccc3c(c2)OCO3)c(C)n1C
 : 5%, 18, -9%, -2%, i, -1%, 4%, i, 11%
Cc1cc(-c2c(C(=O)N3CCOCC3)c(C)nn2-c2cccc(C(F)(F)F)c2)no1
 : -2%, 40, -1%, -5%, i, 4%, 14%, i, 25%
COc1ccc(/C=C(\C#N)C(=O)Nc2cc(S(=O)(=O)N3CCCCC3)ccc2N2CCCCC2)cc1
 : 5%, 60, ?, -20%, i, 5%, -15%, i, .
COc1ccc(C(CC(=O)Nc2cc([N+](=O)[O-])ccc2OC)c2ccccc2)cc1 (stereo not given)
 : 7%, 6, 0%, -22%, i, ?, -9%, i, .
CN(Cc1ccccc1)Cc1ccccc1C(O)c1ccccc1 (stereo not given)
 : -3%, 25, 0%, ?, i, -10%, -2%, i, .
Cc1nc2ccccc2n1CC(=O)c1ccc(O)c(O)c1
 : 1%, 15, 3%, 11%, -33%[inhibitor], -11%, 2%, i, -3%
CCn1cc(S(=O)(=O)c2cccc(Cl)c2)c(=O)c2cc(F)c(N3CCN(C)CC3)cc21
 : ., ., ?, -6%, -18%, -1%, ., ., 19%
CCN(CC)CCN(C(=O)CCS(=O)(=O)c1ccccc1)c1nc2cc3c(cc2s1)OCO3
 : 6%, -25, -24%, -11%, -8%, -6%, 2%, i, 16%
O=C(NCCc1ccccc1)C(c1ccccc1F)N(C(=O)c1csnn1)C1CC1 (stereo not given)
 : 2%, 3, -13%, ?, -16%, 1%, 13%, i, 13%
CCCc1nnc(NC(=O)c2ccncc2)s1
 : -9%, 7, -9%, 1%, -5%[57.5 µM], 18%, -6%, ., 21%
COc1ccccc1CNC(=O)[C@@H]1CCCN1S(=O)(=O)c1ccc(C)cc1
 : 0%, -6, 21%, 17%, -27%, -7%, 6%, i, -14%
CC(=O)c1c(C)oc2ccc(NS(=O)(=O)c3cccs3)cc12
 : -3%, -15, -12%, -7%, -28%, -4%, 17%, i, -6%
c1ccc2c(C3=NNC(=NC4CCCCC4)SC3)c[nH]c2c1
 : 0%, -14, 3%, ?, -32%[inhibitor], -8%, 0%, i, 14%
O=C1CSC(c2cccc([N+](=O)[O-])c2)N1c1ccccc1F (stereo not given)
 : 3%, -1, 9%, 7%[0.307 µM], -9%, 13%, -2%, i, 0%
CC(=O)c1c(C)[nH]c(C(=O)OCc2csc(CC(=O)Nc3ccccc3C)n2)c1C
 : 1%[1.84 µM], -15, -11%, -7%, -32%[inhibitor], -8%, 0%, i, 30%
O=C(NCCN1CCCC1)C(c1ccccc1)c1ccccc1
 : -3%, ?, 2%, -7%, ?, 5%, 2%, i, -5%
Cc1cc(=O)[nH]c2nnc(SCc3cccc(F)c3)n12
 : ., ., 28%, -5%, 14%, 5%, ., ., -2%
COCCn1c(C)cc(C(=O)CN2CCCCC2)c1C
 : 1%, -1, -4%[0.397 µM], 51%[activator], i, 2%, 1%, i, 8%

In the list so far, these have a furan ring, fused or not.
Each structure is followed by: aSyn rescue, DRD3 antagonist, TDP43 rescue, GLP-1R inv ag, PTHR1 ag, Abeta yeast res, GLP1R ag, pAkt inh, FUS suppressor
O=C(c1ccco1)c1cn(CCOc2ccc(F)cc2)c2ccccc12
 : ., ., 18µM*, -5%, -81%[inhibitor], 14%, ., ., 16%
Cc1ccc(S(=O)(=O)c2c(N)n(/N=C/c3ccco3)c3nc4ccccc4nc23)cc1C
 : 14%, -16, 8%, 46%[activator], i, 6%, -4%, i, 45%
CC(=O)c1c(C)oc2ccc(NS(=O)(=O)c3cccs3)cc12
 : -3%, -15, -12%, -7%, -28%, -4%, 17%, i, -6%

Assay outcomes deposited in PubChem BioAssay by National Center for Advancing Translational Sciences (NCATS).
